sdo1 growth – compounds rescuing growth of sdo1-depleted yeast, bone marrow failure model; z-score at 10 µM; S. cerevisiae sdo1-depleted JHY4D growth rescue, OD600 30 h; stronger effect = higher value; pdr5 snq2 efflux-pump mutant strain; 0.21% of 140,000 active;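 active = z-score above 3 at both the 24 hr and the 30 hr optical density reads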;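 also: z-score against mean and SD of all compound wells on the same plate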
INS promoter inh – TRM-6 insulin promoter activity inhibition. 0.9% of 130,000 active. inhibition, % at 2 µM. TRM-6 cells (human fetal islet line), insulin promoter-eGFP reporter, imaging; reporter expression induced with tamoxifen;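 active = inhibition above the mean plus 3 SD, with well images judged a real hit on visual review, cut at about 60% in these data, passing the limit was not always enough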
sdo1 growth Rescue 24 h – also measured in sdo1 growth; calls as there; z-score; S. cerevisiae sdo1-depleted JHY4D growth rescue, OD600; measured here: growth rescue at 24 h;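 0 is the plate mean of compound wells and units are plate SD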
The depositor's hits bear a star; · = no result given; & = joins results of further samples; [ ] = another dose, or the depositor's remark.

cpd	smiles	sdo1 growth	sdo1 growth Rescue 24 h	INS promoter inh
1	COc1ccc(OCC(O)Cn2c(=N)n(CCN3CCOCC3)c3ccccc32)cc1 (stereo not given)	1.3	0.79	-64
2	O=C(N/N=C/c1c(O)ccc2ccccc12)c1ccc[n+](CCO)c1	·	·	-21
3	O=C1CC(c2ccccc2)CC(O)=C1C=NCc1ccc(Cl)cc1 (stereo not given)	-0.94	-0.66	·
4	NC(=O)c1cc2ccc(O)cc2oc1=Nc1ccccc1	-0.15	-0.03	·
5	CN(C)CCCNc1ncnc2c1cnn2-c1ccccc1	0.18	-0.65	·
6	O=C(CSc1nnc(-c2ccco2)n1Cc1ccccc1)NCc1ccccc1	1.1	1	-281
7	CCCCCCNC(=O)Nc1ccccc1	-0.18	-0.57	55
8	CC(=O)c1cccc(NC(=S)NC(=O)c2ccc(Cl)cc2)c1	-0.82	-0.85	11
9	Cc1nc2ncnn2c(C)c1CCC(=O)N1CCCCC1	0.32	-0.01	·
10	O=C(COc1ncnc2scc(-c3ccc(Cl)cc3)c12)NCc1ccco1	-0.07	0.18	-16
11	O=c1nccc(NCc2ccco2)[nH]1	0.67	0.43	9
12	COc1ccc2c(c1)O[C@@H](c1cccc(C(F)(F)F)c1)[C@H](OC(=O)NCCc1ccc(OC)c(OC)c1)C2=O	0.45	0.77	-5
13	CC(C)(C)C1CCC(=NNC(=O)C(=O)NC2CCCCC2)CC1 (stereo not given)	0.12	-0.16	31
14	CCn1cc(Br)c(C(=O)N2CCN(c3ccccc3)CC2)n1	-0.04	-0.36	-252
15	Cc1cccc(NC(=S)NNc2ncc(C(F)(F)F)cc2Cl)c1	-0.18	-0.08	16
16	COc1ccc(/C=N/OCC(=O)N2CCCC2)c(OC)c1	·	·	-25
17	O=C(Nc1cc(C(F)(F)F)ccc1F)C1CCC1	-0.61	-1.4	62
18	CC(=O)CCn1cnc([N+](=O)[O-])n1	·	·	7
19	Cc1ccc(N=C2NC(=O)/C(=C\c3ccco3)S2)cc1	-1	-1.4	-36
20	CCCCCCCCOC(=O)C(NC(=O)CCC(=O)Nc1ccc(S(N)(=O)=O)cc1)C(O)c1ccccc1 (stereo not given)	0.53	0.93	0
21	O=C(c1cc(Cl)ccc1Cl)N1CCOCC1	1.1	0.73	24
22	CC1=C(C)CC(C(=O)NNC(=O)c2csc3c2CCC(C(C)(C)C)C3)C(C(=O)O)C1 (stereo not given)	-0.04	0	-36
23	C/C(=N\NC(=O)COc1ccccc1[N+](=O)[O-])c1cccs1	·	·	46
24	O=C(CSc1nc2ncc(Br)cc2[nH]1)c1cccc([N+](=O)[O-])c1	0.74	1.3	-18
25	Cc1c(CCCN)c2ccccc2n1Cc1ccccc1	·	·	-25
26	Cc1nc2cc(C(F)(F)F)ccc2n1C	·	·	75*
27	Cn1c(-c2ccccc2)cnc1SCc1nc2ccccc2c(=O)[nH]1	-0.83	-0.6	25
28	OCCNCC(O)Cn1c2ccccc2c2ccccc21 (stereo not given)	·	·	-120
29	CCOC(=O)c1c(NC(=O)CSc2nnc3c(Cl)cc(Cl)cn23)sc2c1CCC2	-0.12	1.9	·
30	COc1cccc(N(C(=O)Cn2nnc(-c3ccc(C)o3)n2)C(C(=O)NC(C)(C)C)c2cccs2)c1 (stereo not given)	-0.98	-0.52	-28
31	Cc1c(NC(=O)c2ccc(Cl)s2)c(=O)n(-c2ccccc2)n1C	0.47	0.46	42
32	O=C(NCCCn1ccnc1)c1sc2cccc(F)c2c1Cl	0.87	0.51	57
33	O=C1CCCN1Cc1ncnn1-c1ccccc1	1.5	1.6	-24
34	O=C(Nc1ccccc1)C1=C(c2ccccc2)S(=O)(=O)CCS1(=O)=O	·	·	-257
35	Cc1ccnc(NS(=O)(=O)c2ccc(Oc3ccccc3)cc2)c1	-0.32	-1.4	34
36	CN(C)C(=O)C1C2NC(=S)N(c3cccc(Cl)c3)C1(C)Oc1ccc(Cl)cc12 (stereo not given)	·	·	-7
37	CS(=O)(=O)N(CC(=O)NCc1ccccc1)C1CCCCC1	0.02	-0.31	12
38	O=C(CS(=O)c1ccc(C(F)(F)F)cc1[N+](=O)[O-])Oc1ccc(Cl)cc1 (stereo not given)	0.61	0.56	62
39	COc1cc(/C=C/C(=O)O)ccc1OCc1ccccc1C#N	0.64	1.4	20
40	CC(C)CCNC(=O)NC(=O)CSc1nnc(COc2ccccc2Cl)o1	-1.7	-0.55	5

Exported with one line to a screen: entries from further up.
14: CCn1cc(Br)c(C(=O)N2CCN(c3ccccc3)CC2)n1
15: Cc1cccc(NC(=S)NNc2ncc(C(F)(F)F)cc2Cl)c1
16: COc1ccc(/C=N/OCC(=O)N2CCCC2)c(OC)c1
17: O=C(Nc1cc(C(F)(F)F)ccc1F)C1CCC1
18: CC(=O)CCn1cnc([N+](=O)[O-])n1
19: Cc1ccc(N=C2NC(=O)/C(=C\c3ccco3)S2)cc1
20: CCCCCCCCOC(=O)C(NC(=O)CCC(=O)Nc1ccc(S(N)(=O)=O)cc1)C(O)c1ccccc1 (stereo not given)
assay / compound | 14 | 15 | 16 | 17 | 18 | 19 | 20
sdo1 growth | -0.04 | -0.18 | · | -0.61 | · | -1 | 0.53
sdo1 growth Rescue 24 h | -0.36 | -0.08 | · | -1.4 | · | -1.4 | 0.93
INS promoter inh | -252 | 16 | -25 | 62 | 7 | -36 | 0

Next part:
cpd	smiles	sdo1 growth	sdo1 growth Rescue 24 h	INS promoter inh
41	CS(=O)(=O)c1ccc(Cl)c(NC(=O)C2CC(=O)N(Cc3ccccc3)C2)c1 (stereo not given)	0.6	-0.58	45
42	C#CCOCCOCCOCCNc1nc(N2CCN(C(=O)[C@H]([C@@H](C)CC)n3cc(CCCN=C(N)N)nn3)CC2)nc(N2CCN(C(=O)[C@H](Cc3ccc(O)cc3)n3cc(CCO)nn3)CC2)n1	0.36	-0.16	-9
43	Cc1ccc(NC(=O)CSc2ncn(-c3ccccc3)n2)cc1C	-1.3	-0.84	-6
44	N#CNC(=Nc1cccc(F)c1)SCc1cccc(F)c1	-1	-0.5	-3
45	Cc1cccc(C)c1Nc1nnc(SCC(=O)Nc2sccc2C#N)s1	-1.3	-0.32	46
46	Cc1cc(C(=O)Nc2cc(C)n(Cc3ccc(Cl)cc3)n2)no1	-0.91	-0.79	·
47	Cn1cnnc1SCC(=O)c1ccco1	0.11	-0.45	27
48	CC1CC(C)CN(CCCNC(=O)COc2cc(=O)n(C)c3ccccc23)C1 (stereo not given)	0.25	-0.04	-53
49	COc1cc(C(=O)Oc2cccc(C=O)c2)cc(OC)c1OC	-0.61	0.42	-27
50	COC(=O)c1[nH]nc2c1C(=O)N(C1CCCCC1)C2=O	0.74&0.47	0.43&0.78	·
51	Cc1ccc(-c2nnc(Sc3nc4ccccc4o3)c3ccccc23)cc1	-0.83[8.9 µM]	-1.4	·
52	Cc1ccc([N+](=O)[O-])cc1N=C(c1cccc([N+](=O)[O-])c1)N1CCOCC1	-0.44	-0.56	-32
53	COc1ccc(-c2nc(N)n(C(=O)c3ccco3)n2)cc1	·	·	-7
54	COc1cc2c(cc1OC)CN(C(=O)c1cccs1)CC2	0.89	0.37	29
55	CC/C(=N\O)c1ccc(O)c(OC)c1	0.66	0.14	9
56	COc1cc(OC)cc(C(=O)N2CCN(Cc3ccccc3[N+](=O)[O-])CC2)c1	·	·	33
57	CCn1c(SCC(=O)NC2CCCCC2)nnc1-c1cccs1	0.86	0.16	-35
58	Cc1occc1-c1nnc(SCC(=O)Nc2ccccc2)n1CCc1ccccc1	-0.81	-0.82	19
59	O=C(CCc1nnc(Cc2ccc3c(c2)OCO3)o1)NCc1nc2ccccc2s1	·	·	78*
60	O=S(=O)(c1ccccc1)N1CCN(Cc2ccccc2C(F)(F)F)CC1	0.21	0.77	-106
61	Cc1cc(C)n(-c2nc3c(c(=O)[nH]c(=O)n3C)n2CC(O)c2ccccc2)n1 (stereo not given)	-0.99	-1.4	-21
62	Cc1oc(-c2ccc(Cl)cc2)nc1CN1CCC(C(=O)N2CCN(Cc3ccccc3)CC2)CC1	-2.4	-1.9	·
63	CCC(=O)N/C(=N\OCc1ccc(F)cc1)c1nonc1NC(=O)CC	0.89	0.27	-29
64	CCCNC(=S)NCCN1CCCCC1	0.27	0.17	-314
65	CCc1c(C)sc(NC(=O)CC#N)c1C#N	-0.38	-1.1	34
66	COc1cccc(C(=O)Nc2ncc3c(n2)CC(C)(C)CC3=O)c1	0.67	0.6	·
67	Cc1ccc(NC(=O)OCCN2CCN(Cc3ccccc3)CCC2=O)cc1C	0.17	-0.06	-110
68	Cn1cc(C(=O)c2ccc(Cl)cc2Cl)cc1C(=O)N/N=C(\N)COc1ccccc1	2.5	2.2	21
69	CC(C)n1c(SCC(=O)N2CCCC2)nc2c1c(=O)n(C)c(=O)n2C	0.38	0.18	·
70	Cc1cccc(-n2nnc(C(=O)N3CCc4ccccc4C3)c2N)c1	-1.2	-0.32	·
71	CCCCCCCCOC(=O)CCc1c(C)[nH]c(=S)[nH]c1=O	-0.67	2.8	45
72	COc1cccc(/C=C/C(=C2/C(=O)N(c3ccccc3)N=C2C)c2ccc(Br)cc2)c1OC	0.05	0.12	·
73	COc1cccc(NS(=O)(=O)c2ccc3[nH]cc(C(=O)NCCN4CCOCC4)c(=O)c3c2)c1	0.4	0.29	·
74	CCN1CCN(C(=S)c2ccc(Cl)c(Cl)c2)CC1	0.31	-0.41	·
75	O=C(O)CCc1nc(-c2ccc(Cl)cc2)no1	0.03	-0.16	-6
76	O=C(c1ccc2c(c1)OCO2)N1CCCC1	0.54	0.61	-36
77	O=C1CSC(c2cn(-c3ccccc3)nc2-c2cc3ccccc3oc2=O)N1Cc1ccccc1 (stereo not given)	0.47	-1.2	4
78	O=C(O)CSc1sc(=S)sc1SCC(=O)O	1.8	2	45
79	O=C(C1CCC(CNS(=O)(=O)c2cccc3cccnc23)CC1)N1CCc2ccccc21 (stereo not given)	-0.23	-0.05	·
80	Cc1ccc(NC(=O)c2cc(-n3cnnc3)ccc2Cl)cc1	0.14	0.13	63
81	CC1Cc2ccccc2N1C(=O)Cn1c(=O)oc2cc(S(=O)(=O)N3CCCCC3)ccc21 (stereo not given)	-0.59	-0.84	·
82	CCCN1CCC(=NNC(=O)c2ccc(Br)o2)CC1	0.08	-0.32	38
83	O=C(Oc1coc(CSc2nnc(NC(=O)c3cccs3)s2)cc1=O)c1ccccc1	-0.24	-0.36	·
84	CC(CNC(=O)c1cc(Cl)ccc1[N+](=O)[O-])NC(=O)c1cc(Cl)ccc1[N+](=O)[O-] (stereo not given)	1.4	0.65	·
85	CCS(=O)(=O)N1CCC(C(=O)NCCN2CCN(Cc3ccccc3)CC2)CC1	1.5	1.3	23
86	Cc1ccc(C)c(Oc2coc3cc(OCC(=O)Nc4ccccc4C(C)C)ccc3c2=O)c1	-0.25	-0.15	-27
87	CCCCc1c(C)nc2c(OC)cccc2c1SCCC(=O)O	0.78	0.22	-6
88	CCOc1ccccc1-n1c(CNc2ccc(F)cc2)nnc1SCC(=O)NCc1ccco1	0.25	-0.24	-119
89	CCCCNC(=O)CCn1c(=O)c2ccccc2n(CC(=O)NCCc2ccc(OC)c(OC)c2)c1=O	·	·	-83
90	CC(C)c1ccc(OCC(=O)N2CCCCCC2)c(Br)c1	·	·	-58

Continuation.
cpd	smiles	sdo1 growth	sdo1 growth Rescue 24 h	INS promoter inh
91	Cc1cc(NC(=O)c2cnn3c(C(F)F)cc(C4CC4)nc23)no1	-0.45	-0.69	-107
92	CCOc1ccccc1NC(=O)CSCC(=O)Nc1ccccc1	-0.59	-0.96	21
93	CN1CCN(C(=S)Nc2cccc(Cl)c2)CC1	0.68	0.37	29
94	CCc1sc(NS(C)(=O)=O)nc1-c1ccccc1	0.21	-0.38	8
95	CCOc1ccc2nc(-c3ccccc3)[nH]c2c1	-0.18	-0.3	86*
96	COc1cccc(C(=O)NC(=S)Nc2ccc3c4c(cccc24)CC3)c1	-1.7	-0.81	19
97	Cc1ccccc1C(=O)NC(=S)Nc1ccc(N2CCOCC2)cc1	·	·	-27
98	COCCNC(=O)c1ccccc1NC(=O)CN(c1ccc2c(c1)OCO2)S(C)(=O)=O	-0.39	-0.14	·
99	O=C(NCCN1CCOCC1)c1ccccc1-c1ccccc1	0.21	-0.44	-40
100	Cc1cc(C)cc(C(=O)NC(=S)Nc2ccc(-c3cc4ccccc4oc3=O)cc2)c1	-0.03	2.1	·
101	COC(=O)CCS(=O)(=O)c1ccc(Cl)cc1	1.3	1	-19
102	Cc1onc(-c2ccccc2)c1C(=O)N1CCN(C)CC1	0.78	0.61	-100
103	CN(C)/C=N/c1nc2nccc(-c3ccc(Cl)cc3)n2n1	·	·	0
104	O=C(Cn1[nH]c(=O)c2ccccc2c1=O)OCC(=O)N1CCc2ccccc2C1	0.58	0.62	·
105	Cc1cc(OCC(=O)Nc2ccc(F)c(F)c2)nc(C(C)C)n1	0.44	0.02	51

The list is partial. The share of hits here may be higher or lower than overall.
